# TDP1 cell CPT = growth inhibition of DT40 Tdp1-/-;hTDP1 cells with camptothecin (screen for TDP1 inhibitors); Potency, µM (doses to about 46.2 µM), without a hit: top-dose activity change, negative = growth inhibition, actives largely listed as inhibitors; chicken DT40 Tdp1-/-;hTDP1 cells + 20 nM CPT, ATP luminescence, 48 h; 420,000 tested, 12% active; also: nearly all actives have a fitted effect of over 55% in size
#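 Chicken DT40 Tdp1-/- cells stably complemented with human TDP1 were seeded at 400 cells/well in medium containing 20 nM camptothecin, exposed to pin-transferred compounds, and grown at 37 °C for at least 48 hr. Viability was read as ATP luminescence.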
# TDP1 block = inhibitors of human tyrosyl-DNA phosphodiesterase TDP1; Potency, µM (series often up to 130 µM), inactives show at the highest dose activity change, negative = inhibition, actives largely listed as inhibitors; recombinant TDP1, AlphaScreen DNA substrate cleavage; 350,000 tested, 0.28% active; AID 485290; Q9NUW8; also: nearly all actives have a fitted effect of over 40% in size
# Target sequence (Q9NUW8 whole entry, looked up): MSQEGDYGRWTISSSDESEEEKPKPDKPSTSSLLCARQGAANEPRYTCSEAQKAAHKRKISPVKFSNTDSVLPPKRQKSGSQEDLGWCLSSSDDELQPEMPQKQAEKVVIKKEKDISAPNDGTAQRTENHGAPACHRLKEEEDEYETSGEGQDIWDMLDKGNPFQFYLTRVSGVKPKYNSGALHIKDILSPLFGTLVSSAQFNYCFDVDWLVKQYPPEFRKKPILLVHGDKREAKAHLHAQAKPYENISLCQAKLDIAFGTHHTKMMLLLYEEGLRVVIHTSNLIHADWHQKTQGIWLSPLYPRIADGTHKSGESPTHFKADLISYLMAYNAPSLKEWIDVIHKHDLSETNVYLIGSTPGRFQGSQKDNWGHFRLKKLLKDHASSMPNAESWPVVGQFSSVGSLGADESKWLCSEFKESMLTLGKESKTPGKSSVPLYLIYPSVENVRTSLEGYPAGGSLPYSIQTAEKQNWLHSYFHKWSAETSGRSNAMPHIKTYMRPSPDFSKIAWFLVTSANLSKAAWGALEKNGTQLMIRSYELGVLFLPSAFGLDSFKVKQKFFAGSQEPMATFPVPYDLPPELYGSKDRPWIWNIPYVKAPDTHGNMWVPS
#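 AlphaScreen read-out: signal falls as enzyme removes the 3' tyrosine-FITC from a 5'-biotinylated DNA oligo (15 nM, 5 min, RT). Enzyme was E. coli-made recombinant Tdp1 at 1 nM, exposed to compound for 15 min beforehand; beads 10 ug/ml, 10 min.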
# DT40 TDP1 no CPT = qHTS for Inhibitors of human tyrosyl-DNA phosphodiesterase 1 (TDP1): qHTS in cells in absence of CPT. DT40 Tdp1-/- hTDP1 cells, no CPT, ATP luminescence, 48 h. Potency, µM (series often up to 46.2 µM), inactives show top-dose activity change, negative = growth inhibition, usual class: inhibitors. 420,000 tested, 15% active. AID 686978, 2013; also: nearly all actives have a fitted effect of over 55% in size
#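 Seeded 400 DT40-hTDP1 cells/well (vehicle DMSO, no 20 nM CPT); pinned compounds; ≥48 hr at 37 °C; CellTiter-Glo luminescence as viability measure.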
# The depositor's hits bear a star; ? = inconclusive; / = not tested or not shown; & = joins results of further samples; [ ] = dose if it differs, or a comment. Calls follow the shape of the dose curve; as a rule, active = well fitted curve in the direction sought with a large enough effect; inconclusive = small, poorly fitted or top-dose-only effect, or another doubt; inactive = no such curve, though single readings can be large; an effect the other way counts as inactive or inconclusive. % is scaled to controls: 0 for no effect and ±100 for the full control effect; potency is read from the fitted curve at half-maximal effect.
# The first 14 entries, ahead of the listing:
# Under each structure – TDP1 cell CPT	TDP1 block	DT40 TDP1 no CPT
CCNC(=O)C12CCC(C)(C(=O)C1Br)C2(C)C (stereo not drawn)
→ -4%	0%	11%
COc1cc2c(cc1OCc1ccccc1)/C(=C/C(=O)OCc1ccccc1)OC2
→ -17%	/	-8%
COc1ccnc(Oc2ccccc2)c1-c1ncn[nH]1
→ 2%	/	8%
Cc1nc(NC(=O)CN2CCN(c3cccc(Cl)c3)CC2)sc1C(=O)N(C)C
→ -21%	3%	-3%
Cc1cn(C2OC(COC(=O)c3ccccc3)C(O)C2Cl)c(=O)[nH]c1=O (stereo not drawn)
→ -17%	-3%	?
Cc1sc2ncnc(SCC(=O)N3CCOCC3)c2c1C
→ -5%	0%	0%
Cc1nnc(SCC(=O)Nc2cccc(C(F)(F)F)c2)[nH]c1=O
→ 1%	0%	-3%
COc1ccc(Br)cc1C1NC(=O)NC(C)=C1C(=O)N(C)C (stereo not drawn)
→ 4%	3%	13%
COCCNC(=S)N1CCC(C(=O)c2ccc3c(c2)OCCO3)CC1
→ -22%	3%	?
COc1ccc(/C=N/Nc2cc(C)nc(-n3nc(C)cc3C)n2)cc1
→ 4.6µM*	5%	4.6µM*
O=C1C=CC(=O)N1c1ccc2ccccc2c1
→ 4.1µM*	/	5.2µM*
O=C(NCC(c1ccc2c(c1)OCO2)N1CCN(c2ccccc2)CC1)C(=O)Nc1ccccc1F (stereo not drawn)
→ ?	3%	?
CCC(C)NC(=O)Cn1c(=O)n(-c2ccc(C)c(C)c2)c(=O)c2c(C)c(C(=O)N(CC)CC)sc21 (stereo not drawn)
→ -24%	0%	7%
COc1ccc(Cc2nnc(NC(=O)c3ccco3)s2)cc1OC
→ -13%	2%	?

# This part in full, from the first entry:
# Under each structure – TDP1 cell CPT	TDP1 block	DT40 TDP1 no CPT
CCNC(=O)C12CCC(C)(C(=O)C1Br)C2(C)C (stereo not drawn)
→ -4%	0%	11%
COc1cc2c(cc1OCc1ccccc1)/C(=C/C(=O)OCc1ccccc1)OC2
→ -17%	/	-8%
COc1ccnc(Oc2ccccc2)c1-c1ncn[nH]1
→ 2%	/	8%
Cc1nc(NC(=O)CN2CCN(c3cccc(Cl)c3)CC2)sc1C(=O)N(C)C
→ -21%	3%	-3%
Cc1cn(C2OC(COC(=O)c3ccccc3)C(O)C2Cl)c(=O)[nH]c1=O (stereo not drawn)
→ -17%	-3%	?
Cc1sc2ncnc(SCC(=O)N3CCOCC3)c2c1C
→ -5%	0%	0%
Cc1nnc(SCC(=O)Nc2cccc(C(F)(F)F)c2)[nH]c1=O
→ 1%	0%	-3%
COc1ccc(Br)cc1C1NC(=O)NC(C)=C1C(=O)N(C)C (stereo not drawn)
→ 4%	3%	13%
COCCNC(=S)N1CCC(C(=O)c2ccc3c(c2)OCCO3)CC1
→ -22%	3%	?
COc1ccc(/C=N/Nc2cc(C)nc(-n3nc(C)cc3C)n2)cc1
→ 4.6µM*	5%	4.6µM*
O=C1C=CC(=O)N1c1ccc2ccccc2c1
→ 4.1µM*	/	5.2µM*
O=C(NCC(c1ccc2c(c1)OCO2)N1CCN(c2ccccc2)CC1)C(=O)Nc1ccccc1F (stereo not drawn)
→ ?	3%	?
CCC(C)NC(=O)Cn1c(=O)n(-c2ccc(C)c(C)c2)c(=O)c2c(C)c(C(=O)N(CC)CC)sc21 (stereo not drawn)
→ -24%	0%	7%
COc1ccc(Cc2nnc(NC(=O)c3ccco3)s2)cc1OC
→ -13%	2%	?
CCOc1ccccc1N(CC(=O)NC1CCCC1)S(=O)(=O)c1ccc(C)cc1
→ ?	-15%[0.0935 µM]	21µM*
CCOc1cc(-c2nnc(SCC(=O)NCc3ccccc3)nc2-c2ccc(OC)c(OCC)c2)ccc1OC
→ 5.8µM*	-1%	3.3µM*
CCCn1c(N)c(C(=O)CSc2ncn[nH]2)c(=O)n(C)c1=O
→ -19%	-3%[56.1 µM]	-3%
Cc1cnc(NC(=O)c2ccc(-c3ccc([N+](=O)[O-])cc3)o2)s1
→ 0%	1%	?
CCc1cccc(Nc2ncnc3onc(-c4ccc(F)cc4)c23)c1
→ 23µM*	-5%	16µM*
NC(=O)Nc1ccc(Nc2ccccc2)cc1
→ ?	5%	-28%
CC(C)=C1Cc2ccccc2C1=O
→ -10%	-4%	-12%
COc1cc(NC(=O)c2ccc(NC(=O)N3CCSc4ncccc43)cc2)cc(OC)c1
→ 15µM*	0%	13µM*
CCC1CCCCN1C(=O)c1cc(-c2ccc(Cl)c(Cl)c2)on1 (stereo not drawn)
→ ?	1%[56.1 µM]	?
CN(Cc1cccc(C(F)(F)F)c1)Cc1nc(-c2cnccn2)no1
→ 17%	3%	-18%
O=C(NCc1ccc(Cl)cc1)c1cccc2c1C(=O)N(CC1CCCO1)C2 (stereo not drawn)
→ -28%	/	-26%
N#Cc1cccc(-c2csc(C(O)c3ccc(F)cc3)n2)c1 (stereo not drawn)
→ -31%	/	?
COc1cccc(-c2nc(NCC3CCCO3)c3ccccc3n2)c1O (stereo not drawn)
→ ?	3%	?
Cn1c(=O)n(-c2ccc(F)c(Cl)c2)c(=O)c2sc3ccccc3c21
→ -26%	-1%	-25%
Cc1ccc(NC(=O)c2sc3nc4n(c(=O)c3c2C)CCCCC4)c(Br)c1
→ 13%	-6%	9%
Cc1ccc(NC(=O)C(C)NS(=O)(=O)c2ccc(F)cc2)cc1C (stereo not drawn)
→ 14%	1%	-5%
COc1cccc(C2=NNC(=NCc3ccccc3)SC2)c1
→ ?	8%	?
CCN(c1ccc(OC)cc1)S(=O)(=O)c1ccc2[nH]c(=O)ccc2c1
→ -15%	-1%	?
COCCCNC(=O)/C=C1\Sc2ccccc2N(Cc2ccccc2F)C1=O
→ ?	-3%	?
CC(=O)CC1(O)C(=O)N(CN2CCN(c3ccccc3)CC2)c2ccccc21 (stereo not drawn)
→ -18%	0%	-28%
CCN(CC)C(=O)CSc1nnc(-c2cc(OC)cc(OC)c2)o1
→ -10%	11%	?
CCN(C(=O)COC(=O)/C=C/c1c(C)nn(Cc2ccc(C)cc2)c1C)C1CCS(=O)(=O)C1 (stereo not drawn)
→ 5%	5%	0%
Nc1nc(-c2ccc(Cl)cc2)c(S(=O)(=O)c2ccccc2)s1
→ -20%	4%	-6%
COc1cc(C)nc(Oc2ccc(OCc3ccccc3)nn2)n1
→ -22%	3%	-1%
O=C(NCCN1CCOCC1)c1c(O)nc2ccccn2c1=O
→ -8%	1%	1%
COc1ccc(S(=O)(=O)N2CCN(C(=O)c3cc(-c4ccc(Br)cc4)n[nH]3)CC2)cc1OC
→ 9.2µM*	3%&2%	7.3µM*
Cc1ccc(NC(=O)Cn2c([N+](=O)[O-])cnc2C)cc1
→ 8%	6%	-3%
Cc1cccc(-n2ncc(C(=O)N3CCC(C)CC3)c2C2CCN(C(=O)OC(C)(C)C)CC2)c1
→ -8%	5%	-6%
Cc1ccc2[nH]c(=O)c(COC(=O)C3CCCO3)cc2c1 (stereo not drawn)
→ -14%	4%	-2%
COC(=O)C1=C(C)NC(C)=C(C(=O)OC)C1/C=C/c1ccccc1
→ -10%	-1%	-3%
Cc1nc(-c2cc(C#N)c(Sc3ccc(Cl)cc3Cl)nc2C)cs1
→ -10%	-5%	-29%
COc1ccc(C2c3c(oc4ccc(C)cc4c3=O)C(=O)N2CCCN2CCOCC2)cc1OC (stereo not drawn)
→ ?	7%	?
COC(=O)C1=C(C)N2C(=O)CSC2=NC1c1ccc2c(c1)OCO2 (stereo not drawn)
→ 12%	2%	-2%
O=C(Nc1ccccc1NC(=O)c1c(F)cccc1F)c1c(F)cccc1F
→ 4%	/	17%
Fc1ccccc1-c1ccc(/C=N/Nc2nc3ccccc3[nH]2)o1
→ ?	11%	?
CC(=O)c1cccc(-c2ccnc3c2CC(C(=O)Nc2cccnc2)O3)c1 (stereo not drawn)
→ 3%	/	-23%

# Further results.
# Under each structure – TDP1 cell CPT	TDP1 block	DT40 TDP1 no CPT
Cc1ccc(C(=O)Nc2ccc(S(=O)(=O)NCc3ccco3)cc2)cc1
→ ?	/	?
COCCCNC(=O)CN(Cc1ccccc1)S(=O)(=O)c1ccccc1
→ -14%	/	8%
CCCCCCC[C@@H](C/C=C/CCC(=O)O)OC
→ -13%	1%	-13%
CCCOc1ccc(/C(O)=C2/C(=O)C(=O)N(CCCOC)C2c2ccncc2)cc1 (stereo not drawn)
→ -3%	-6%	-4%
O=C(CCN1CCCCC1)Nc1cccc(Cl)c1
→ 0%	-1%	-1%
Cc1ccc(-c2cnc(C(O)c3ccc(Cl)c(Cl)c3)[nH]2)cc1 (stereo not drawn)
→ ?	/	15µM*
C=CCNC1=C(Cl)C(=O)N(c2cccc(Cl)c2Cl)C1=O
→ 6%	-2%	-15%
CCCOc1ccc(C2c3c(-c4ccccc4O)n[nH]c3C(=O)N2CCc2ccccc2)cc1OCC (stereo not drawn)
→ 12µM*	9%	13µM*
Cc1ccc(Cl)cc1N1CCN(C(=O)c2ccc(C)c(-n3c(C)nc4cccnc43)c2)CC1
→ 7.3µM*	11%	5.2µM*
O=[N+]([O-])c1cccc(-n2nnnc2CN2CCCCCC2)c1
→ -9%	4%	-6%
N#Cc1ccc(CN2CC3(CCN(C(=O)c4cc(C(F)(F)F)cc(C(F)(F)F)c4)CC3)C2)cc1
→ 21µM*	/	10µM*
CCc1ccc(-c2csc(NC(=O)C3=COCCO3)n2)cc1
→ 12µM*	3%	?
CCOc1ccc(NC(=O)Cn2c(=O)n(Cc3nc(-c4ccccc4)no3)c(=O)c3ccccc32)cc1
→ -19%	6%	?
COC(=O)c1cc(C#N)c(Oc2ccc(OC)cc2)nc1C
→ 3%	0%	-23%
Cc1[nH]nc2c1C(c1cnn(C)c1)C(C#N)=C(N)O2 (stereo not drawn)
→ 4%	4%	-21%
O=Cc1cn(CCC(=O)O)nc1-c1cccc2ccccc12
→ -3%	0%	-1%
CC(=O)NS(=O)(=O)c1ccc(N=c2ssc3c2-c2cc(C)c(C)cc2NC3(C)C)cc1
→ -20%	8%	?
CN(C)C(CNC(=O)CNC(=O)c1ccc2ccccc2c1)c1ccccc1 (stereo not drawn)
→ 6%	/	-7%
Cc1csc(NC(=O)c2cn3ccccc3n2)n1
→ ?	3%	?
COc1ccc(CNC(=O)C2CCN(S(=O)(=O)c3c(C)noc3/C=C/c3ccccc3F)CC2)cc1
→ ?	-5%	-16%
O=C1CCCCC1(c1ccccc1)c1ccccc1
→ -18%	/	-13%
O=C(COC(=O)Cc1c[nH]c2ccccc12)NC1CCS(=O)(=O)C1 (stereo not drawn)
→ 7%	-13%	-8%
CCN(CC(=O)Nc1ccc(NC(C)=O)cc1)C(=O)c1cccc(S(=O)(=O)N2CCCC2)c1
→ 4%	0%	-1%
CC(C)c1ccc(CC(NC(=O)c2ccccc2)C(=O)NCC(=O)O)cc1 (stereo not drawn)
→ 4%	3%	9%
O=C(COC(=O)c1ccc(Cl)nc1)NC(=O)c1ccc(OC(F)F)cc1
→ -3%	0%	-1%
CC(C(=O)N1CCN(C(=O)c2ccco2)CC1)n1sc2ccccc2c1=O (stereo not drawn)
→ -16%	2%	10%
COc1c(C(=O)Nc2c(C)n(C)n(-c3ccccc3)c2=O)ccc2ccccc12
→ -22%	8%	-28%
C/C(=N\NC(=O)CSCc1ccc([N+](=O)[O-])cc1)c1ccccc1O
→ 5.2µM*	0%	3.7µM*
C=CCOc1ccc(CNc2ccc3[nH]c(=O)[nH]c3c2)cc1
→ ?	6%	?
CCn1c(-c2sc(-c3ccccc3)nc2C)n[nH]c1=S
→ 1%	0%	-7%
CS(=O)(=O)c1cccc(C(=O)OCCCC(=O)c2ccccc2)c1
→ -2%	0%	?
O=C(CNC(=O)c1ccccc1F)OCC(=O)c1ccc(Cl)s1
→ -5%	4%	6%
O=C(CSc1nnnn1C1CCCCC1)N1CCc2ccccc21
→ -18%	0%	-16%
CN1CCc2nc3sc(C(=O)NCc4ccccc4)c(N)c3cc2C1
→ ?	4%	-27%
CC(=O)c1ccc(N2CCN(C(=O)c3nn(C)c4c3CS(=O)(=O)c3ccccc3-4)CC2)cc1
→ ?	3%	?
COC(=O)c1cnn(-c2nc(-c3ccccc3)cs2)c1N
→ 7%	/	?
CC(C)N(C(=S)Nc1cc(S(=O)(=O)N2CCOCC2)ccc1Cl)c1ccccc1
→ -20%	3%	?
Cc1ccc(OCC(=O)NC(=S)Nc2cccc(NC(=O)c3ccccc3)c2)cc1
→ -24%	5%	-20%
COc1cccc(CNc2ncn[nH]2)c1OCc1ccc(F)cc1
→ 5%	10%	1%
